Bioassay records from PubChem.
Mot1-301 SUMO: yeast Mot1-301 growth rescue at high temperature, primary screen, SUMOylation pathway inhibitor project, S. cerevisiae, ATP luminescence, 38.5C. S. cerevisiae Mot1-301 growth rescue; percent above DMSO median, 100 means doubled. growth rescue, % at 18.8 µM. 1% of 320,000 active;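 active means every valid replicate shows activation above 250% relative to neutral control wells; inactive means the rest, any valid replicate at or below 250%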;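 further: OY570 slx delta 5 strain wells were the positive control but not used for scaling; some compounds called inactive have numbers as strong as hits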
Ecoli viability: E. coli V3065 growth inhibition, primary screen, counter-screen for AddAB inhibitor project, absorbance, OD600 | inhibition, % at 11.9 µM | 0.27% of 330,000 active | 18 h;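 active means inhibition above the campaign's mean inhibition across all tested compounds plus 3 SD, cut at about 9.9% in these data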;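 further: uninfected addAB+ strain grown without phage in ampicillin broth; 0% = DMSO wells and 100% = ciprofloxacin 0.95 µg/ml wells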
Arr AP2 block: inhibitors of beta-arrestin/AP2 binding, primary screen, biochemical, GPCR trafficking, flow cytometry; beta-arrestin 1 C-terminal peptide binding to AP2 beta2-adaptin appendage (human); FITC-arrestin peptide / GST-AP2 beads; AP2 beta2 appendage carries R879A mutation; 0.31% of 340,000 active; inhibition, % at 10 µM; AID 504490, 2011;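 active means inhibition above a set limit, near 3 SD of compounds lacking own fluorescence, cut at about 54% in these data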;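 further: plate controls were DMSO wells for no effect and 5 µM unlabelled arrestin peptide for full effect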
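System: GST-AP2 R879A glutathione beads. Medium: PBS with 0.05% Tween 20 and 0.1% BSA. Also added: FITC-arrestin peptide, 50 nM. Incubation: 12 min plus 1 h, RT. Measured by: high-throughput flow cytometry of beads, ex 488, em 535 nm. Evaluation: percent drop in bead-associated FITC signal.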
OPRM1-OPRD1 ag: agonists of OPRM1-OPRD1 heterodimerization, primary screen, cell-based, luminescence. cells. Mu-type opioid receptor (Homo sapiens) + Delta-type opioid receptor (Homo sapiens), …. activation, % at 9.3 µM. 0.3% of 340,000 active; in the data active means activation above about 18%;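 further: 0% = vehicle-treated cells and 100% = reference agonist; values of inactives mirror those of a sister screen read the other way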
Target sequence (P35372 whole entry, looked up): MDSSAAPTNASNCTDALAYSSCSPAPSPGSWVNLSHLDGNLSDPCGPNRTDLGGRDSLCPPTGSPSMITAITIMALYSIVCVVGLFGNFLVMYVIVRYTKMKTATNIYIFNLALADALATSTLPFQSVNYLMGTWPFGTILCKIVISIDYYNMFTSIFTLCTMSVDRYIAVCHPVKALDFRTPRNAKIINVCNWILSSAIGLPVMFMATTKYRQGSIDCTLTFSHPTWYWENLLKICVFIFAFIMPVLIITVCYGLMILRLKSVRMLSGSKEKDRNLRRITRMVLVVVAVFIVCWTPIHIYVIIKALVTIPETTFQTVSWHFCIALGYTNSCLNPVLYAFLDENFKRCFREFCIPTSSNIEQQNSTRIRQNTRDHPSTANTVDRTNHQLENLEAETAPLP
Target sequence (P41143 whole entry, looked up): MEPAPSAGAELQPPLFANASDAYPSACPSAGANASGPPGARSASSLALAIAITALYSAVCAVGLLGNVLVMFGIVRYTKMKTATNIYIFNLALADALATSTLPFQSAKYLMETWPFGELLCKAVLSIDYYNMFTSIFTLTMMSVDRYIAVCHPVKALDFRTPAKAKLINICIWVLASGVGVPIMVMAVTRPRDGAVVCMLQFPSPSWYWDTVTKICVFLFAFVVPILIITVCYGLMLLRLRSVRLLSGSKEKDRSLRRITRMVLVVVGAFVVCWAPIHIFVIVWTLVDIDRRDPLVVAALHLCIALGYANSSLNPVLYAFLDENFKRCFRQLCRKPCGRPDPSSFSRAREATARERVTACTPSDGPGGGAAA
OPRM1-OPRD1 inv: inverse agonists of MOR-DOR heterodimerization, primary screen, cell-based, luminescence; inhibition, % at 9.3 µM; cell-based MOR-DOR heterodimer luminescence, inverse agonism; 0.21% of 340,000 active; Mu-type opioid receptor (Homo sapiens) + Delta-type opioid receptor (Homo sapiens), …; in the data active means inhibition above about 22%, passing the limit was not always enough;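 further: 0% = cells with DMSO and 100% = wells without cells with DMSO; values of inactives mirror those of a sister screen read the other way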
PKA-R1A act: activators of PKA-R1A holoenzyme, primary screen, biochemical, fluorescence polarization, Cy5-IP20, bovine R1A, mouse PKAc; activation, % at 11.4 µM; cAMP-dependent protein kinase type I-alpha regulatory subunit (Bos taurus) + …; PKA-R1A dissociation; scaled: DMSO 0%, 113 µM cGMP 100%; 0.083% of 340,000 active;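 active means percent activation above the mean of all tested compounds plus 3 SD, cut at about 19% in these data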;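 further: higher means more PKAc released from R1A so a rise in polarization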
Tat transport: E. coli Tat export inhibitors, primary screen, MC4100, TorA-mCherry reporter, fluorescence, single point; AID 488895, 2010; inhibition, % at 10 µM; 0.036% of 340,000 active;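 active means mean replicate inhibition at least 50% and at least half of replicates individually reaching 50%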;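 further: exported cargo escapes ClpAP degradation while cytoplasmic cargo is degraded and loses fluorescence; 0% = median of neutral control wells and 100% = median of NaSCN control wells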
DSG3 Ab inh: inhibitors of pemphigus antibody binding to DSG3, primary screen, biochemical, bead-based, flow cytometry, scFv-GFP; DSG3-coupled beads, scFv-anti-DSG3-GFP binding; hits give low values; AID 588358, 2011; Desmoglein-3 (Homo sapiens), P32926; binding (percent of control), % at 10 µM; 0.48% of 310,000 active;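 active means binding more than 3 SD below its plate's average and above zero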;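 further: hits lower antibody fragment binding to DSG3; some compounds called inactive have numbers as strong as hits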
AddAB inh: growth inhibition of E. coli expressing H. pylori AddAB, primary screen, AddAB inhibitor project, absorbance | inhibition, % at 11.9 µM | AID 435030, 2010 | 0.29% of 330,000 active; in the data active means inhibition above about 12%;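 further: 0% = vehicle wells of infected cells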
phage Ecoli inh: growth loss of phage-infected E. coli, primary screen, RecBCD inhibitor project, absorbance, with phage, HTS; inhibition, % at 11.9 µM; 0.26% of 360,000 active; in the data active means inhibition above about 11%
PfHsp90 set2: growth inhibition of PfHsp90-expressing yeast, primary screen, antimalarial PfHsp90 inhibitor project, S. cerevisiae, BacTiter-Glo luminescence, single point, set 2 | 0.32% of 310,000 active | inhibition, % at 9.4 µM | BacTiter-Glo ATP, 48 h; yeast lacking PDR1 and PDR3 efflux regulators;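 active means every replicate shows inhibition above about 80%, whatever the replicate mean, limit read from the data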;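 further: 0% = DMSO neutral controls and 100% = 20 µM radicicol positive controls; yeast relying on Plasmodium falciparum Hsp90 in place of its own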
An asterisk follows results filed as active.

For COC(=O)c1c(NC(=O)COC(=O)c2ccc(Cl)nc2)sc(C)c1C the results were Mot1-301 SUMO 6, Ecoli viability 2.5, Arr AP2 block -4, OPRM1-OPRD1 ag -1.3, OPRM1-OPRD1 inv 9, PKA-R1A act -4, Tat transport 11, DSG3 Ab inh 97, AddAB inh 1.4, phage Ecoli inh 2.3 and PfHsp90 set2 -8.
CC(C)c1ccc(C(O)P(=O)(OCc2ccccc2)c2ccc(N(C)C)cc2)cc1 (stereo not drawn) was read as Mot1-301 SUMO 67, Ecoli viability -2.0, Arr AP2 block -4, OPRM1-OPRD1 ag 3.6, OPRM1-OPRD1 inv -18, PKA-R1A act 0, Tat transport -6, DSG3 Ab inh 103, AddAB inh 0.7, phage Ecoli inh -3.2 and PfHsp90 set2 -9.
Screening CNc1c(NS(=O)(=O)c2ccc(F)cc2)c(=O)oc2ccccc12 returned Mot1-301 SUMO -3, Ecoli viability -0.5, Arr AP2 block 0, OPRM1-OPRD1 ag 2.4, OPRM1-OPRD1 inv -17, PKA-R1A act 3, Tat transport -7, DSG3 Ab inh 125, AddAB inh 1.5, phage Ecoli inh 1.2 and PfHsp90 set2 -26.
For CCN(CC)S(=O)(=O)c1ccc(=O)[nH]c1 the results were Mot1-301 SUMO -10, Ecoli viability 2.5, Arr AP2 block -1, OPRM1-OPRD1 ag -0.6, OPRM1-OPRD1 inv 3, PKA-R1A act 8, Tat transport -7, DSG3 Ab inh 97, AddAB inh 0.8, phage Ecoli inh 0.2 and PfHsp90 set2 22.
Screening CCOC(=O)C(OC(=O)c1sc(=S)n(C)c1C)C(C)=O (stereo not drawn) returned Mot1-301 SUMO -9, Ecoli viability 0.8, Arr AP2 block 16, OPRM1-OPRD1 ag -7.3, OPRM1-OPRD1 inv 39*, PKA-R1A act -2, Tat transport -2, DSG3 Ab inh 101, AddAB inh 1.9, phage Ecoli inh 3.3 and PfHsp90 set2 5.
O=[N+]([O-])C1=C(Nc2cccc3ccccc23)CS(=O)(=O)C1 was read as Mot1-301 SUMO -28, Ecoli viability -1.5, Arr AP2 block 4, OPRM1-OPRD1 ag 0.2, OPRM1-OPRD1 inv -1, PKA-R1A act -8, Tat transport 16, DSG3 Ab inh 99, AddAB inh -0.5, phage Ecoli inh 4.3 and PfHsp90 set2 1.
CC(=O)c1cccc(NC(=O)C(OC(=O)c2cccs2)c2ccccc2)c1 (stereo not drawn) was read as Mot1-301 SUMO -4, Ecoli viability 1.2, Arr AP2 block 25, OPRM1-OPRD1 ag -0.6, OPRM1-OPRD1 inv 3, PKA-R1A act -5, Tat transport -13, DSG3 Ab inh 102, AddAB inh 1.1, phage Ecoli inh 3.3 and PfHsp90 set2 6.
`CN(C)c1cccc(N(C)C)c1CNC(=O)NC(=O)c1c(F)cccc1F` gave Mot1-301 SUMO -10, Ecoli viability -0.1, Arr AP2 block 0, OPRM1-OPRD1 ag 0.7, OPRM1-OPRD1 inv -2, PKA-R1A act -1, Tat transport 5, DSG3 Ab inh 109, AddAB inh 1.6, phage Ecoli inh -1.3 and PfHsp90 set2 12.
O=c1[nH][nH]c(C(F)(F)F)c1C=NCc1ccccc1Cl was read as Mot1-301 SUMO -6, Ecoli viability 2.3, Arr AP2 block 3, OPRM1-OPRD1 ag 1.5, OPRM1-OPRD1 inv -9, PKA-R1A act 11, Tat transport 9, DSG3 Ab inh 81, AddAB inh 0.2, phage Ecoli inh 2.0 and PfHsp90 set2 18.
For CC(=O)N1c2ccc(S(=O)(=O)N3CCCC(C(=O)N4CCCC(C)C4)C3)cc2CC1C (stereo not drawn) the results were Mot1-301 SUMO 29, Ecoli viability 1.9, Arr AP2 block 10, OPRM1-OPRD1 ag 0.0, OPRM1-OPRD1 inv 0, PKA-R1A act 6, Tat transport -4, DSG3 Ab inh 107, AddAB inh 2.9, phage Ecoli inh 2.0 and PfHsp90 set2 11.
CCOC(=O)C1CCN(C(=O)c2cc3cc(Cl)ccc3[nH]2)CC1 was read as Mot1-301 SUMO 2, Ecoli viability -2.2, Arr AP2 block 8, OPRM1-OPRD1 ag -0.7, OPRM1-OPRD1 inv 3, PKA-R1A act -4, Tat transport 10, DSG3 Ab inh 116, AddAB inh -0.6, phage Ecoli inh 0.6 and PfHsp90 set2 -26.
For O=C(N/N=C/c1cccc(C(F)(F)F)c1)c1cc2c(s1)-c1ccccc1CC2 the results were Mot1-301 SUMO 2, Ecoli viability -0.8, Arr AP2 block -11, OPRM1-OPRD1 ag -1.0, OPRM1-OPRD1 inv 5, PKA-R1A act -4, Tat transport 1, DSG3 Ab inh 98, AddAB inh 1.3, phage Ecoli inh 1.1 and PfHsp90 set2 14.
For CCC(C)C1(C2CCCC2)NC(=O)NC1=O (stereo not drawn) the results were Arr AP2 block -12, OPRM1-OPRD1 ag -3.0, OPRM1-OPRD1 inv 15, PKA-R1A act -5, Tat transport 15, DSG3 Ab inh 115, phage Ecoli inh 2.5 and PfHsp90 set2 -1.
Screening COC(=O)[C@@H](NC(=O)NCc1ccc(F)cc1)C(C)C returned Mot1-301 SUMO -3, Ecoli viability -2.3, Arr AP2 block 9, OPRM1-OPRD1 ag 0.4, OPRM1-OPRD1 inv -2, PKA-R1A act -7, Tat transport -1, DSG3 Ab inh 102, AddAB inh -0.2 and phage Ecoli inh -0.7.
`CCc1cc(=O)oc2c3c(cc(OCC(=O)NCCN4CCOCC4)c12)OC(C)(C)CC3` gave Mot1-301 SUMO -2, Ecoli viability 0.2, Arr AP2 block 12, OPRM1-OPRD1 ag -0.5, OPRM1-OPRD1 inv 2, PKA-R1A act 4, Tat transport 2, AddAB inh 5.9, phage Ecoli inh 2.8 and PfHsp90 set2 11.
`C=CCOC(=O)C1=C[C@@H](c2csc3ccccc23)C[C@@H](OCCCCO)O1` gave Mot1-301 SUMO -12, Ecoli viability -1.4, Arr AP2 block 28, OPRM1-OPRD1 ag 1.3, OPRM1-OPRD1 inv -8, PKA-R1A act -9, Tat transport -5, DSG3 Ab inh 100, AddAB inh 1.8, phage Ecoli inh 2.3 and PfHsp90 set2 0.
`Cc1cccc(-c2nc(CS(=O)CC(=O)N3CCN(C)CC3)c(C)o2)c1` (stereo not drawn) gave Mot1-301 SUMO 21, Ecoli viability -0.8, Arr AP2 block 15, OPRM1-OPRD1 ag -0.7, OPRM1-OPRD1 inv 4, PKA-R1A act -2, Tat transport -1, DSG3 Ab inh 91, AddAB inh 0.2, phage Ecoli inh 3.5 and PfHsp90 set2 14.
`CCOc1cc(/C=N/NC(=O)C(=O)NCC2CCCO2)ccc1OCC(=O)N1CCOCC1` (stereo not drawn) gave Mot1-301 SUMO -20, Ecoli viability -0.7, Arr AP2 block 1, DSG3 Ab inh 100, AddAB inh -1.5 and phage Ecoli inh 2.3.
`CCOC(=O)C1=C(C)NC(=O)NC1c1ccc(-c2ccc(F)cc2)o1` (stereo not drawn) gave Mot1-301 SUMO -12, Ecoli viability 0.8, Arr AP2 block -6, OPRM1-OPRD1 ag 0.5, OPRM1-OPRD1 inv -2, PKA-R1A act -12, Tat transport 6, DSG3 Ab inh 108, AddAB inh 1.2, phage Ecoli inh 1.9 and PfHsp90 set2 -23.
For O=C(NC(=S)Nc1ccccc1N1CCCC1)c1cccs1 the results were Mot1-301 SUMO -14, Ecoli viability -1.7, Arr AP2 block 8, OPRM1-OPRD1 ag -0.8, OPRM1-OPRD1 inv 4, PKA-R1A act -4, Tat transport 0, DSG3 Ab inh 104, AddAB inh 1.3, phage Ecoli inh -1.6 and PfHsp90 set2 7.
CC(=O)Nc1ccc(NC(=O)[C@@H](NC(=O)c2ccccc2F)C(C)C)cc1 was read as Mot1-301 SUMO 0, Ecoli viability 0.7, Arr AP2 block -4, OPRM1-OPRD1 ag 0.8, OPRM1-OPRD1 inv -4, PKA-R1A act 5, Tat transport -3, DSG3 Ab inh 104, AddAB inh 1.4, phage Ecoli inh 0.9 and PfHsp90 set2 -8.
Screening CN(C)CCCNc1oc(/C=C/c2ccccc2)nc1C#N returned Mot1-301 SUMO -15, Ecoli viability 1.1, Arr AP2 block -5, OPRM1-OPRD1 ag -1.8, OPRM1-OPRD1 inv 10, PKA-R1A act 2, Tat transport -3, DSG3 Ab inh 105, AddAB inh 3.1, phage Ecoli inh 1.3 and PfHsp90 set2 -13.
CC(OC(=O)C1CC(O)CN1S(=O)(=O)c1ccccc1[N+](=O)[O-])C(=O)N1CCCCC1 (stereo not drawn) was read as Mot1-301 SUMO -2, Ecoli viability 0.2, Arr AP2 block -7, OPRM1-OPRD1 ag 0.7, OPRM1-OPRD1 inv -4, PKA-R1A act -6, Tat transport -1, DSG3 Ab inh 90, AddAB inh 3.2 and phage Ecoli inh 3.9.
`O=C(CSc1nc2ccccc2c(=O)n1-c1ccc(F)cc1F)Nc1ccc(N2CCOCC2)cc1` gave Mot1-301 SUMO -1, Ecoli viability -2.9, Arr AP2 block -11, OPRM1-OPRD1 ag -1.2, OPRM1-OPRD1 inv 5, PKA-R1A act 5, Tat transport -2, DSG3 Ab inh 105, AddAB inh 0.4, phage Ecoli inh 4.2 and PfHsp90 set2 5.
CCOc1cc(CN2CCCC(CO)(Cc3ccc(F)cc3F)C2)ccc1OC (stereo not drawn) was read as Mot1-301 SUMO -1, Ecoli viability -0.1, Arr AP2 block -2, OPRM1-OPRD1 ag 1.2, OPRM1-OPRD1 inv -6, PKA-R1A act 4, Tat transport -7, DSG3 Ab inh 92, AddAB inh 0.2, phage Ecoli inh -1.9 and PfHsp90 set2 -4.
For COC(=O)c1cccc(N2C(=O)c3cccnc3C2=O)c1 the results were Mot1-301 SUMO -3, Ecoli viability -0.5, Arr AP2 block 12, OPRM1-OPRD1 ag -2.0, OPRM1-OPRD1 inv 10, PKA-R1A act -7, Tat transport -5, DSG3 Ab inh 99, AddAB inh -0.6, phage Ecoli inh 1.2 and PfHsp90 set2 -11.
